# CXCR6 block: blocks human CXCR6 beta-arrestin recruitment. O00574. CHO-K1 PathHunter CXCR6 beta-arrestin, luminescence. inhibition, % at 20 µM. 360,000 tested, 0.36% active. AID 602244; in the data active means inhibition above about 34%, passing the limit was not always enough;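 further: antagonist mode with CXCL16 agonist at 10 nM final; 0% = 10 nM CXCL16 with DMSO and 100% = unstimulated wells without agonist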
# Target sequence (O00574 whole entry, looked up): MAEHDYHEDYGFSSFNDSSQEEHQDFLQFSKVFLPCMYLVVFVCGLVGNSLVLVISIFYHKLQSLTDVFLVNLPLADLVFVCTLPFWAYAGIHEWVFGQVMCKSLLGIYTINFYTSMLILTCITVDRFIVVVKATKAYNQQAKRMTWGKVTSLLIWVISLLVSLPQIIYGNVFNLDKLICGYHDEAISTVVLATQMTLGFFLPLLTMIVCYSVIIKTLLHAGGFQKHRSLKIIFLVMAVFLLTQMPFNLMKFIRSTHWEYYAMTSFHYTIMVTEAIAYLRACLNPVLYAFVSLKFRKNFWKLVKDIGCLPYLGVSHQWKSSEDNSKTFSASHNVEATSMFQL
# Gli-Sufu antag: blocks Gli-Sufu signaling in a luciferase reporter; Sufu-KO-LIGHT fibroblasts, Gli luciferase reporter luminescence; inhibition, % at 5 µM; 340,000 tested, 0.74% active;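 active means inhibition above about 55%, limit read from the data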;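 further: 0% = DMSO-treated cells and 100% = wells with medium but no cells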
# APOBEC3G inh: inhibitors of human APOBEC3G DNA deaminase. recombinant A3G, ssDNA deamination FAM/TAMRA fluorescence. inhibition, % at 20 µM. 330,000 tested, 0.28% active. AID 493012;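 active means inhibition of at least 40% at 20 µM, with no more than 30% in the related APOBEC3A deaminase screen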;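 further: plate controls were DMSO wells with A3G for no effect and wells lacking A3G enzyme for full effect; some compounds called inactive have numbers as strong as hits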
# CCR6 antagonist: blocks CCL20-driven beta-arrestin recruitment at human CCR6; P51684; 340,000 tested, 0.49% active; inhibition, % at 20 µM; CHO-K1 CCR6 PathHunter beta-arrestin, luminescence, CCL20-stimulated;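 active means compounds whose inhibition of the agonist-driven luminescence signal at 20 µM reaches about 50%, limit read from the data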;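 further: cells stimulated with CCL20 at 14 nM final; plate controls were DMSO with CCL20 for no effect and DMSO without agonist for full effect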
# MPTP inh: inhibitors of mitochondrial permeability transition pore; isolated mouse mitochondria, Ca2+ swelling absorbance, 30 min; AID 602449; inhibition, % at 10 µM; 360,000 tested, 1.4% active;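 active means inhibition of 50% or more, scaled per plate between neutral and stimulator controls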;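 further: 0% = DMSO wells given calcium and 100% = 1 mM EGTA wells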
# EBI2 antag: blocks human EBI2 receptor beta-arrestin signaling; EBI2 beta-arrestin recruitment, luminescence, 7a,25-OHC stimulated; inhibition, % at 5 µM; 360,000 tested, 0.81% active; in the data active means inhibition above about 38%;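 further: enzyme fragment complementation signal reports receptor beta-arrestin coupling in cells; 0% = agonist plus DMSO wells and 100% = wells without agonist; some results beyond the cut were filed as inactive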
# Target sequence (P32249 whole entry, looked up, the tested form may be a part): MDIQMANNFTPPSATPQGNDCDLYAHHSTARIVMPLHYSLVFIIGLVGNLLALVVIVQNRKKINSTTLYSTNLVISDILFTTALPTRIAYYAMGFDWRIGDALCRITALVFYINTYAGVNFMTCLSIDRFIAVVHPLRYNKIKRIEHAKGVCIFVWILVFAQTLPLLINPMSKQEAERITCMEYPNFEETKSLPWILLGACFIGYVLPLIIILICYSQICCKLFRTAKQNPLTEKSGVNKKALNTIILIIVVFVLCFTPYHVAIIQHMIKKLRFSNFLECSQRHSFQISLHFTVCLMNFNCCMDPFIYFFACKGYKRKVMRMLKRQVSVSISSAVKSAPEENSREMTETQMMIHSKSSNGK
# NR3A LBD binder: modulators (binders) of human NR3A ligand-binding domain; NR3A LBD differential scanning fluorimetry, Tm shift; 0% = protein alone, 100% = glycine-bound protein; Tm shift relative to glycine control, % at 25 µM; 340,000 tested, 2.5% active; AID 1259313;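 active means melting temperature shift of at least 10% of the positive control shift, at one fixed dose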
# APOBEC3A inh: inhibitors of human APOBEC3A DNA deaminase; inhibition, % at 20 µM; recombinant A3A, FAM/TAMRA ssDNA deamination fluorescence; 330,000 tested, 0.41% active;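 active means at least 40% inhibition at 20 µM here, with at most 30% in a related deaminase screen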;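 further: plate controls were A3A with DMSO for no effect and wells lacking A3A enzyme for full effect; some results filed as inactive read as strong as hits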
# Target sequence (P31941 whole entry, looked up): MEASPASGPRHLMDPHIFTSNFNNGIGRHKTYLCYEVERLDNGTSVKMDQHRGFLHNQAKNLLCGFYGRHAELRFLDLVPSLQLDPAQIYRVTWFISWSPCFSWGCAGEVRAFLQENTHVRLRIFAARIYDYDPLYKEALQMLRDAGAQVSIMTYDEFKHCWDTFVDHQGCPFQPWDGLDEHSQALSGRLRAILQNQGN
# * marks the source's active call; other numbers are inactive results; · = no result given.
canonical_smiles	CXCR6 block	Gli-Sufu antag	APOBEC3G inh	CCR6 antagonist	MPTP inh	EBI2 antag	NR3A LBD binder	APOBEC3A inh
CCCCCC(=O)C(=O)c1ccc(O)cc1O	-6	1	-8	-6	2.8	-6	-4	-3
COc1cc(/C=C/C(=O)OCC(=O)c2c(N)n(C)c(=O)n(C)c2=O)ccc1OCC#N	-2	-11	-4	3	0.3	-5	0	3
Clc1ccc2nc(CN3CCCCCC3)cn2c1	-1	-4	-1	27	-1.9	-7	0	-1
CCOc1ccc(NC(=O)c2cc(OC)nc3ccccc23)cc1	0	29	-5	7	0.8	-24	·	-1
CCCc1nnc(SCC(=O)Nc2ccc(OCC)cc2)n1N	-3	-1	-1	-12	0.9	-6	-1	0
COc1ccc(C(=O)NC2CCCCC2)cc1S(=O)(=O)N1CCCC1	1	-7	0	11	0.4	-2	-1	1
Cc1cccc(-c2nc3ccccc3c(=O)n2NC(=O)c2cccnc2Cl)c1	1	-1	-1	19	0.9	4	0	-1
CCN(c1ccccc1)S(=O)(=O)c1ccc(OC)c(NC(=O)CCc2nc3ccccc3c(=O)[nH]2)c1	-2	13	-9	17	-1.2	12	3	9
CCCN(CCC)CCNc1c(NC2CCN(C(=O)OCC)CC2)c(=O)c1=O	2	5	-7	2	-1.9	3	-2	-3
Cc1ccc(OCc2n[nH]c(=S)n2-c2ccc(Cl)cc2)cc1	0	0	-5	-5	-1.0	-5	5	-8
O=C(COC(=O)c1ccc(-n2cnnn2)cc1)Nc1cc(Cl)ccc1F	-8	-4	0	-3	0.6	-7	0	0
CCOc1ccc2oc(C(=O)NC3CC(C)(C)NC(C)(C)C3)c(C)c2c1	3	30	-2	-1	0.4	-5	0	17
COc1ccccc1-c1nnc(NC(=O)CSc2nncn2C)s1	-4	-40	-6	20	1.0	-5	0	-10
O=C(NCC1CCCCC1)c1ccc(Cl)nc1	-4	-16	-11	3	-1.4	2	1	-3
O=C(CCNS(=O)(=O)c1ccc(F)c(Cl)c1)NCc1ccccc1F	7	-2	4	7	1.1	6	-1	17
Cc1cccc(C)c1NC(=O)COc1ccc2c(C)c(Cc3ccccc3)c(=O)oc2c1C	22	12	-6	12	3.4	10	-2	2
COc1ccc(Nc2nc(-c3cccnc3)cs2)c(OC)c1	10	-43	-6	16	0.1	18	-15	-2
O=C(Oc1ccc(Br)cc1)C1CCN(C2=NS(=O)(=O)c3ccccc32)CC1	4	1	-5	-2	-2.5	2	-3	6
O=C(Cc1ccccc1)NCC(=O)OCC(=O)c1ccc(Cl)cc1	4	1	-6	0	0.6	1	2	0
O=C(Nc1sc2c(c1C(=O)O)CCCC2)c1cccc(Cl)c1	9	-9	-6	-19	3.7	-7	0	-2
O=c1[nH]c(CSc2nnnn2-c2ccccc2)nc2ccccc12	-1	5	-10	4	-0.4	-9	-2	-3
Brc1csc2ncccc12	-3	7	0	2	0.4	-12	1	1
Cn1c(NCC(O)c2ccccc2)nc2c1c(=O)n(Cc1ccc(Cl)cc1)c(=O)n2C (stereo not given)	-3	-17	-2	11	-3.4	1	-15	-2
O=C(CN1c2cccc3cccc(c23)S1(=O)=O)NCc1ccc(Cl)cc1	-2	-1	-6	12	-0.8	4	-12	-3
Cc1c(C#N)c(NC(=O)c2ccccc2)n(Cc2ccccc2)c1C	2	5	0	8	4.6	-3	2	1

# One compound at a time, from the list above:
# O=C(Cc1ccccc1)NCC(=O)OCC(=O)c1ccc(Cl)cc1 is listed as CXCR6 block: 4; Gli-Sufu antag: 1; APOBEC3G inh: -6; CCR6 antagonist: 0; MPTP inh: 0.6; EBI2 antag: 1; NR3A LBD binder: 2; APOBEC3A inh: 0
# O=c1[nH]c(CSc2nnnn2-c2ccccc2)nc2ccccc12 is listed as CXCR6 block: -1; Gli-Sufu antag: 5; APOBEC3G inh: -10; CCR6 antagonist: 4; MPTP inh: -0.4; EBI2 antag: -9; NR3A LBD binder: -2; APOBEC3A inh: -3
# CCCN(CCC)CCNc1c(NC2CCN(C(=O)OCC)CC2)c(=O)c1=O is listed as CXCR6 block: 2; Gli-Sufu antag: 5; APOBEC3G inh: -7; CCR6 antagonist: 2; MPTP inh: -1.9; EBI2 antag: 3; NR3A LBD binder: -2; APOBEC3A inh: -3

# Other compounds:
canonical_smiles	CXCR6 block	Gli-Sufu antag	APOBEC3G inh	CCR6 antagonist	MPTP inh	EBI2 antag	NR3A LBD binder	APOBEC3A inh
Cc1nc(-c2ccccc2)cc(=O)[nH]1	-3	-1	-1	0	-0.6	-6	2	4
COc1ccc(OC)c(/C=N/N=C(\N)c2nonc2N)c1	-3	-1	-7	4	1.2	17	-3	-2
COc1ccc(C)cc1Cn1c(S(C)(=O)=O)nc2ccccc21	6	-2	-6	-3	0.3	4	-1	-2
COC(=O)/C=C/c1oc2ccccc2c1C	4	0	2	7	-0.4	4	-1	0
CCOc1ccc(-c2nnc3sc(-c4ccccc4OC)nn23)cc1	0	-2	·	2	7.1	0	4	·
O=S(=O)(Nc1ncnc2scc(-c3ccc(F)cc3)c12)c1cc(F)ccc1F	-1	20	-2	-3	57*	-4	1	6
CN(C)C(=O)c1ccc(NC(=O)c2cncc(Br)c2)cc1	-5	-21	-3	9	-1.3	-8	1	2
COc1ccccc1NC(=O)CCCC(=O)OCC(F)(F)C(F)F	7	0	-2	6	-0.3	7	3	-2
COc1cccc(NC(=O)COC(=O)CCC2CCCC2)c1	-3	1	-2	1	0.1	-7	3	-3
Cc1ccc(NC(=O)c2ccc(S(=O)(=O)N3CCCC3)cc2)nc1	7	-9	-8	4	1.2	0	-3	-1
CCc1ccc(C2=NN(C(C)=O)C(c3ccco3)C2)cc1 (stereo not given)	-2	-83	-5	-2	-2.0	-16	-4	-2
CCOc1cc(-c2nc3ccccn3c2NCC2CCCO2)ccc1O (stereo not given)	-4	1	-5	-13	-0.5	-35	1	-4
O=C(c1nn(-c2ccccc2)c(=O)c2ccccc12)N1CCN(c2ncccn2)CC1	-2	3	-9	11	-2.3	-3	1	-4
COc1ccc(CNC(=O)C2CCCN(S(=O)(=O)N3CC(C)CC(C)C3)C2)c(OC)c1 (stereo not given)	12	28	-2	23	-1.1	1	-4	-5
COc1ccccc1NC(=O)Nc1ccccc1C(=O)NCCCN1CCOCC1	-6	1	1	1	0.7	-7	1	1
Cc1ccc(NC(=O)C(=O)NCCN2CCN(S(C)(=O)=O)CC2)cc1C	-1	4	-8	-3	-1.9	-2	7	-1
O=C(CCNC(=O)c1ccc(Br)cc1)NCC(c1ccco1)N1CCCCC1 (stereo not given)	2	2	-7	-4	0.0	3	0	-4
O=C(N/N=C/c1cccs1)c1ccccn1	1	-76	-6	7	-0.1	-2	1	-1
COc1ccccc1CNC(=O)CN(c1ccc(C)cc1)S(=O)(=O)c1c(C)n[nH]c1C	4	4	-4	5	-0.7	4	3	-1
Cc1nn(-c2ccccc2)c2sc(C(=O)N(CC(=O)NC3CCCC3)Cc3ccco3)cc12	17	-7	·	16	-0.2	30	0	·
CN(c1ncc(C(F)(F)F)cc1Cl)n1cc(C(N)=O)c2ccccc2c1=O	-11	10	-7	1	-7.4	5	-1	-6
C(=N\N=C\c1ccccc1)/c1ccccc1	-20	-14	-4	2	1.9	6	0	-1
CCN(CC)S(=O)(=O)N1CCC(C(=O)NC2CCCC2)CC1	1	3	-1	2	-0.6	-2	1	1
CCOc1ccc(N=C2NC(=O)S/C2=C\c2ccc(N(C)C)cc2)cc1	12	-44	-18	44	27	17	-3	-13
CC(C)c1nc(C(N)=O)c2[nH]c(=O)n(-c3ccc(F)cc3)c2n1	2	-3	-7	-2	0.2	-5	0	-3

# Another view of part of the listing above:
CCOc1cc(-c2nc3ccccn3c2NCC2CCCO2)ccc1O (stereo not given)
  CXCR6 block: -4
  Gli-Sufu antag: 1
  APOBEC3G inh: -5
  CCR6 antagonist: -13
  MPTP inh: -0.5
  EBI2 antag: -35
  NR3A LBD binder: 1
  APOBEC3A inh: -4
O=C(c1nn(-c2ccccc2)c(=O)c2ccccc12)N1CCN(c2ncccn2)CC1
  CXCR6 block: -2
  Gli-Sufu antag: 3
  APOBEC3G inh: -9
  CCR6 antagonist: 11
  MPTP inh: -2.3
  EBI2 antag: -3
  NR3A LBD binder: 1
  APOBEC3A inh: -4
COc1ccc(CNC(=O)C2CCCN(S(=O)(=O)N3CC(C)CC(C)C3)C2)c(OC)c1 (stereo not given)
  CXCR6 block: 12
  Gli-Sufu antag: 28
  APOBEC3G inh: -2
  CCR6 antagonist: 23
  MPTP inh: -1.1
  EBI2 antag: 1
  NR3A LBD binder: -4
  APOBEC3A inh: -5
COc1ccccc1NC(=O)Nc1ccccc1C(=O)NCCCN1CCOCC1
  CXCR6 block: -6
  Gli-Sufu antag: 1
  APOBEC3G inh: 1
  CCR6 antagonist: 1
  MPTP inh: 0.7
  EBI2 antag: -7
  NR3A LBD binder: 1
  APOBEC3A inh: 1

# Going on with the list:
canonical_smiles	CXCR6 block	Gli-Sufu antag	APOBEC3G inh	CCR6 antagonist	MPTP inh	EBI2 antag	NR3A LBD binder	APOBEC3A inh
O=C(CSc1ncnc2c1oc1ccccc12)NCc1ccco1	7	1	-3	-2	-0.1	6	0	1
Cc1nn(CC(=O)c2ccc(Br)s2)c(C)c1[N+](=O)[O-]	3	-3	-6	0	3.1	-14	0	-2
CC(=O)Nc1ccc(NC(=O)CN(C)CC(=O)Nc2ccccc2Br)cc1	1	-1	-5	-7	5.7	-5	0	-4
O=C(c1cc(=O)[nH]c2ccccc12)N1CCc2ccccc2C1	-6	-10	-8	1	-4.5	-6	-1	-8
Cc1cc[n+](Cc2ccccc2)c(N)c1	1	6	-10	12	-1.2	0	-1	0
Cc1nn(-c2ncc(C(F)(F)F)cc2Cl)c(=O)n1-c1ccccc1Cl	-6	6	-5	4	0.0	-3	-2	-1
O=C(CN1CCC(C(=O)c2cccc(Cl)c2)CC1)Nc1ccc(C(=O)O)cc1	4	19	-3	4	-4.4	2	1	1
Cc1ccccc1NC(=O)Cn1c(=O)n(-c2ccc(CC(=O)NCC3CCCO3)cc2)c(=O)c2ccccc21 (stereo not given)	-1	-6	-6	7	0.3	-17	-1	-4
Cc1nc2nc(SCC(=O)NCCCN3CCCCCC3)nn2c(C)c1Cc1ccccc1	-13	19	-11	10	0.3	-10	0	-3
Cc1ccc(-n2ncc3c(=O)n(CC(=O)N4CCN(c5ccccc5F)CC4)cnc32)cc1C	2	-22	-4	-24	0.3	8	0	-13
O=C(CSc1ccc(Cl)cc1)Nc1ncccn1	2	3	0	-5	0.9	7	-3	3
O=C(Cc1ccc(S(=O)(=O)N2CCOCC2)s1)N1CCN(c2ccc(C(F)(F)F)cc2[N+](=O)[O-])CC1	8	20	-7	5	-0.6	-18	-3	11
COc1ccc(CC(=O)Nc2nc(-c3cccc([N+](=O)[O-])c3)cs2)cc1	5	-3	-8	13	1.7	1	0	-5
CCCC/C(C)=N/NC(=O)NC1CCCCC1	10	-8	-1	-4	-0.4	-5	1	0
COc1ccc(CNC(=O)C2CSC(c3ccc(OC)cc3)N2C(C)=O)cc1 (stereo not given)	3	-4	-6	-1	-1.9	-8	-4	-2
CCOC(=O)C(=CNc1cccc(C)c1C)C(=O)OCC	6	-27	-5	-6	-0.2	-23	2	-9

# Marked active in MPTP inh (from the list above):
structure | CXCR6 block | APOBEC3G inh | CCR6 antagonist | MPTP inh | EBI2 antag | NR3A LBD binder | APOBEC3A inh
O=S(=O)(Nc1ncnc2scc(-c3ccc(F)cc3)c12)c1cc(F)ccc1F | -1 | -2 | -3 | 57* | -4 | 1 | 6

# An excerpt of these results, with two lines to a compound.
# Below each SMILES: CXCR6 block	Gli-Sufu antag	APOBEC3G inh	CCR6 antagonist	MPTP inh	EBI2 antag	NR3A LBD binder	APOBEC3A inh
- CCCC/C(C)=N/NC(=O)NC1CCCCC1
    10	-8	-1	-4	-0.4	-5	1	0
- COc1ccc(CNC(=O)C2CSC(c3ccc(OC)cc3)N2C(C)=O)cc1 (stereo not given)
    3	-4	-6	-1	-1.9	-8	-4	-2
